E coli WT inh: blocks growth of wild type E. coli BW25113; 0.05% of 20,000 active; inhibition, % at 10 µM; E. coli BW25113 growth inhibition, OD600; in the data active = inhibition above about 40%;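 also: bacteria exposed to compound for 20 hours at 37 °C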
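assay system = bacterial strain in a whole-cell growth screen | quantity = inoculum from a 1:1000 dilution of a 1.5 h subculture | buffer or medium = LB broth with 50 µg/mL kanamycin | compound dosing = one dose, 10 µM final | schedule = compound exposure of 20 h at 37 °C | technique = absorbance at 615 nm as a measure of bacterial growth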
* = called active by the depositor. An excerpt (hit frequency here may not be typical).

SMILES	E coli WT inh
O=C(Nc1cccc2ccccc12)N1CCOCC1	8
CC1=C(C(=O)Nc2cc(C)ccn2)C(c2ccc(C)cc2)C2=C(CCCC2=O)N1 (stereo unspecified)	-2
O=C(Nc1nc2c(s1)CCc1ccccc1-2)c1cccs1	1
O=C(c1ccco1)N1C(=O)c2cccc3c(S(=O)(=O)N4CCCC4)ccc1c23	-14
COc1ccc(S(=O)(=O)NC2CCCCC2)c(C)c1C	-1
Cc1ccc(Nc2nc(Oc3ccc(=O)[nH]n3)nc(N(C)C)n2)cc1	12
CCOC(=O)Cc1csc(NC(=O)CSc2nnc(-c3ccncc3)n2Cc2ccco2)n1	-5
CC1=C(C)CC2C(=O)N(c3cccc4ccccc34)C(=O)C2C1 (stereo unspecified)	11
Cc1cc(C)c2c(C)nn(C3CCCCC3)c2n1	-9
CC(NC(=O)Nc1nccs1)(C(F)(F)F)C(F)(F)F	-1
CNC(=O)CN(c1cccc(Br)c1)S(C)(=O)=O	-13
CCc1nccn1S(=O)(=O)c1ccc2ccc(C)cc2c1	-2
O=C(O)CCC(=O)Nc1nc(-c2ccccc2)cs1	19
S=c1[nH]nc(-c2ccccc2)n1C1C=CCCC1 (stereo unspecified)	9
Clc1cc(Cl)c(OCc2nc(-c3ccccn3)no2)cc1Cl	2
CCC(=O)N1CCN(c2ccccc2NC(=O)COc2cc(C)ccc2C(C)C)CC1	-12
CC(C)CCOc1ccc(C(=O)NCCC(=O)N2CCOCC2)cc1	-19
COc1ccccc1OCc1ccc(C(=O)NC(C)(C)C)o1	0
COc1ccc(CCNC(=O)C2(C)CCC(=O)N2Cc2ccc3c(c2)OCO3)cc1OC (stereo unspecified)	4
c1ccc(OCCOc2ncnc3sccc23)cc1	7
CCn1c(=O)c(C(=O)NCCc2ccccc2)c(O)c2ccccc21	19
CCC(NC(=O)Cn1cnc2c(=O)n(C)c(=O)n(C)c21)c1ccccc1 (stereo unspecified)	-7
O=C(NC1(C(F)(F)F)NC(=O)N(C2CCCC2)C1=O)C1CC1 (stereo unspecified)	-21
CC(C)CC(=O)Nc1ccccc1N1CCN(C(=O)c2ccccc2)CC1	-17
c1ccn2c(SCc3cn4ccsc4n3)nnc2c1	1

(more compounds)
SMILES	E coli WT inh
CC(=O)Nc1ccc2c(c1)C(=O)N(C1CCCCC1)C2=O	-23
O=C(c1ccc(Br)o1)N1CCN(C/C=C/c2ccccc2)CC1	-21
COc1ccc(OC)c(NC(=O)C2CCCC2)c1	-9
C[C@]12CC[C@@H]3c4ccc(O[C@@H]5O[C@H](C(=O)O)[C@@H](O)[C@H](O)[C@H]5O)cc4CC[C@H]3[C@@H]1C[C@@H](O)[C@@H]2O	8
CCCn1c(=NC(=O)c2ccncc2)c(C#N)cc2c(=O)n3cccc(C)c3nc21	-20
CC(CCc1ccccc1)NC(=O)c1ccc(Br)o1 (stereo unspecified)	-5
COc1ccc(S(=O)(=O)N2CCC(C(=O)N3CCCC3)CC2)cc1Cl	-13
CCCCNC(=O)c1ccccc1C(=O)NCCCC	-16
CCOCCCNC(=O)C1CCN(S(=O)(=O)N(CC(C)C)CC(C)C)CC1	-7
O=C(C1CCCO1)N(Cc1ccccc1)c1ccccc1 (stereo unspecified)	-17
O=C(c1oc2ccccc2c1N1CCCCC1)N1CCCCC1	-14
Cc1cc(C)n(Cc2nc3ccccc3n2C)n1	-2
CSc1ccc(-c2nnn(CC(=O)NCc3ccccc3)n2)cc1	2
COC(=O)c1noc(-c2ccc(OC)cc2)n1	-16
COC(=O)c1sc2ccccc2c1NC(=O)c1cccs1	-1
O=C(N1CCN(Cc2ccccc2)CC1)C12CC3CC(CC(C3)C1)C2	-5
CCCCn1cnc2c(c1=O)c1nc3ccccc3nc1n2Cc1ccc2c(c1)OCO2	-5
CCOC(=O)C1=C(C)N=c2s/c(=C3\C(=O)Nc4ccccc43)c(=O)n2C1c1ccc2c(c1)OCO2 (stereo unspecified)	-16
CS(=O)(=O)N1CCC(C(=O)Nc2ccc(Oc3ccccc3)cc2)CC1	4
CCC(=O)NC1(C(F)(F)F)C(=O)NC(C)=C1C#N (stereo unspecified)	-1
CN1CCN(C(=O)C2CC(c3c(F)cccc3Cl)=NO2)CC1 (stereo unspecified)	-21
COC(=O)c1ccc(C(=O)OC)c(NC(=O)Nc2ccc3c(c2)OCO3)c1	-5
COc1ccc(-c2[nH]nc3c2C(c2ccccc2OC(=O)N2CCOCC2)C(C#N)=C(N)O3)cc1 (stereo unspecified)	18
Cc1cc(C)cc(NC(=O)CSc2nnc(Cc3cccn3C)n2-c2ccc(F)cc2)c1	10
CCOc1ccc(-n2cnnn2)cc1S(=O)(=O)N1CCCCC1	-23

Reformatted in markdown: entries from further up
| Structure | E coli WT inh |
| --- | --- |
| CC(CCc1ccccc1)NC(=O)c1ccc(Br)o1 (stereo unspecified) | -5 |
| COc1ccc(S(=O)(=O)N2CCC(C(=O)N3CCCC3)CC2)cc1Cl | -13 |
| CCCCNC(=O)c1ccccc1C(=O)NCCCC | -16 |
| CCOCCCNC(=O)C1CCN(S(=O)(=O)N(CC(C)C)CC(C)C)CC1 | -7 |
| O=C(C1CCCO1)N(Cc1ccccc1)c1ccccc1 (stereo unspecified) | -17 |
| O=C(c1oc2ccccc2c1N1CCCCC1)N1CCCCC1 | -14 |
| Cc1cc(C)n(Cc2nc3ccccc3n2C)n1 | -2 |
| CSc1ccc(-c2nnn(CC(=O)NCc3ccccc3)n2)cc1 | 2 |
| COC(=O)c1noc(-c2ccc(OC)cc2)n1 | -16 |
| COC(=O)c1sc2ccccc2c1NC(=O)c1cccs1 | -1 |
| O=C(N1CCN(Cc2ccccc2)CC1)C12CC3CC(CC(C3)C1)C2 | -5 |
| CCCCn1cnc2c(c1=O)c1nc3ccccc3nc1n2Cc1ccc2c(c1)OCO2 | -5 |
| CCOC(=O)C1=C(C)N=c2s/c(=C3\C(=O)Nc4ccccc43)c(=O)n2C1c1ccc2c(c1)OCO2 (stereo unspecified) | -16 |
| CS(=O)(=O)N1CCC(C(=O)Nc2ccc(Oc3ccccc3)cc2)CC1 | 4 |
| CCC(=O)NC1(C(F)(F)F)C(=O)NC(C)=C1C#N (stereo unspecified) | -1 |
| CN1CCN(C(=O)C2CC(c3c(F)cccc3Cl)=NO2)CC1 (stereo unspecified) | -21 |
| COC(=O)c1ccc(C(=O)OC)c(NC(=O)Nc2ccc3c(c2)OCO3)c1 | -5 |
| COc1ccc(-c2[nH]nc3c2C(c2ccccc2OC(=O)N2CCOCC2)C(C#N)=C(N)O3)cc1 (stereo unspecified) | 18 |
| Cc1cc(C)cc(NC(=O)CSc2nnc(Cc3cccn3C)n2-c2ccc(F)cc2)c1 | 10 |
| CCOc1ccc(-n2cnnn2)cc1S(=O)(=O)N1CCCCC1 | -23 |

Next part:
SMILES	E coli WT inh
COc1ccc(C)cc1S(=O)(=O)Nc1ccccc1C	-16
Cc1cc(NCCN2CCCCC2)n2c(nc3ccccc32)c1C#N	-3
CC(=O)N1CCC2(CC1)CC(=O)c1cc(OCC(=O)NCc3ccc(C)cc3)ccc1O2	-6
Nc1nc(-c2ccc(Cl)cc2)nn1C(=O)c1cccnc1	9
CCOC(=O)c1c(NS(=O)(=O)c2cccc(OC)c2)sc2c1CCC2	-12
COc1cc(NC2c3ccccc3C(=O)N2c2ccc(C)cn2)cc(OC)c1OC (stereo unspecified)	6
COc1ccc(CC(=O)Nc2cc(C)on2)cc1	-16
O=C(O)c1cccc(CSc2nnc(Cc3ccccc3)o2)c1	0
CSc1cccc(NC(=O)CN(C)S(=O)(=O)c2ccc(F)cc2)c1	-29
CCOC(=O)c1cccc(NC(=O)c2ccco2)c1	9
CCOC(=O)CSC1=C(C#N)C(=O)NC(c2ccc(OC)c(OC)c2)S1 (stereo unspecified)	-1
CCOC(=O)N1CCN(C(=O)COc2ccc(S(=O)(=O)NC3CCCCC3)cc2C)CC1	-2
Cc1ccc(-c2noc(-c3ccccc3C(=O)NCC3CCCO3)n2)cc1 (stereo unspecified)	9
O=C(O)CCCNC(=O)OCc1ccccc1	-14
Cc1nn2c(-c3ccncc3)nnc2c2ccccc12	-20
CCOC(=O)C1CCN(Cc2ccc(OC)c(C)c2OC)CC1	8
Cc1cc(=O)[nH]c(N2CCN(Cc3ccccc3)CC2)n1	-17
NCCCCCc1nnc(SC/C=C/c2ccccc2)o1	-3
O=C(CN1C(=O)c2cccc3cccc1c23)N1CCN(c2cccc(Cl)c2)CC1	5
CCOP(=O)(c1ccc(N(C)C)cc1)C(O)c1ccc(Cl)cc1 (stereo unspecified)	-14
COc1cc2[nH]c(=S)n(CC3CCCO3)c(=O)c2cc1OC (stereo unspecified)	-13
CCOC(=O)c1cccc(NC2c3ccccc3C(=O)N2Cc2ccco2)c1 (stereo unspecified)	-4
S=C(c1ccc(N2CCOCC2)cc1)N1CCCCC1	-3
CCCC1CCC(C(=O)Nn2c(C)nc3ccccc3c2=O)CC1 (stereo unspecified)	-8
CC(=O)NC(=O)NC1CSCC1OC(C)=O (stereo unspecified)	-8

Next section
SMILES	E coli WT inh
CC(C)C(=O)Nc1cccc(C(=O)NCc2ccc(S(N)(=O)=O)cc2)c1	-23
CC(C)(C)n1nnnc1C(c1cccc(C#N)c1)N1CCC(Cc2ccccc2)CC1 (stereo unspecified)	-3
CN1CCN(CCN2CCn3c2nc2ccccc23)CC1	-20
CCCC(=O)Nc1nnc(COC)s1	-15
COCCn1nnnc1CN(Cc1cccnc1)Cc1cc2cc(OC)ccc2[nH]c1=O	-4
Cc1nn(CC(=O)Nc2ccccn2)c(=O)c2ccccc12	-11
CCN(CC)S(=O)(=O)c1cccc(C(=O)N2CCCCC2)c1	2
COC(=O)c1ccccc1NC(=O)Nc1cnccn1	-8
C/C(Cl)=C\Cn1c(NCCc2ccccc2)nc2c1c(=O)n(C)c(=O)n2C	-6
COc1ccc(-n2c(N)c(C(=O)NCC3CCCO3)sc2=S)cc1 (stereo unspecified)	-21
Cc1ccc(S(=O)(=O)c2nc(-c3ccccc3)oc2NCCN2CCOCC2)cc1	-10
O=C(Nc1ccccc1)N(Cc1cccnc1)Cc1ccco1	-4
Cc1nnc(SCC(=O)N2CCN(Cc3ccccc3)CC2)s1	-4
COc1cc2[nH]c3c(=O)n(CCN4CCCCC4)cnc3c2cc1OC	-23
CC(c1ccccc1)C1CC(=O)N(Cc2ccco2)C1=O (stereo unspecified)	-20
O=C(c1cc2ccccc2o1)c1cccs1	-12
CCCCOc1nc(N)nc(-c2ccccc2)n1	-18
Cc1cccc(C2c3c(n(C)c(=O)n(C)c3=O)N=C3c4ccccc4C(=O)C32)c1 (stereo unspecified)	-1
CC(CCc1ccccc1)NC(=O)CSc1nc(N)cc(N)n1 (stereo unspecified)	6
COc1ccccc1-n1nnnc1SCC(=O)NC1CCCC1	-17
N#Cc1cccc(NC(=O)CCC2CCCC2)c1	9
c1ccc(-c2oc3ncnc(NCCN4CCOCC4)c3c2-c2ccccc2)cc1	4
Cc1nn(C)c(C)c1S(=O)(=O)N1CCCC(C(=O)N2CCN(c3ccc(Cl)cc3)CC2)C1 (stereo unspecified)	-6
CCOCCn1cnc2sc(C(=O)NCC(=O)OCC)c(C)c2c1=O	-4
CCOc1ccc(-c2cnc(SCC(N)=O)nc2N)cc1	-13

Other compounds follow.
SMILES	E coli WT inh
COC(=O)CN1C(=O)C2(C(C#N)=C(N)Oc3c2c(C)nn3-c2ccccc2)c2ccccc21 (stereo unspecified)	2
CCOc1ccc(-c2nn3c(-c4ccccc4)nnc3s2)cc1	-12
S=C(NCC1CCCO1)n1nnc2ccccc21 (stereo unspecified)	2
Cc1ccccc1C1CC(c2ccccc2)Nc2ncnn21 (stereo unspecified)	15
CCCc1cc(C(=O)Nc2sc(C)c(C)c2C(=O)OCC)no1	-4
CCOc1ccccc1-c1nc(-c2cc3ccccc3nc2OC)no1	-16
Cc1nc2nc(-c3ccco3)nn2c(C)c1Cl	-15
O=C(NC1CCS(=O)(=O)C1)c1cccc(S(=O)(=O)N2CCOCC2)c1 (stereo unspecified)	-7
CCN(c1ccccc1)S(=O)(=O)c1ccc(F)cc1C	-2
CCN(CC)C(=O)c1cccc(-c2ccc(OC)cc2)c1	-11
COc1ccc(NC(=O)CSc2c(C)nn(-c3nnc(C)c(=O)[nH]3)c2C)cc1	4
COc1ccccc1-n1nnnc1SCC(=O)Nc1cc(C)on1	-24
COc1ccc(NC(=O)CC2Sc3ncnn3C2=O)cc1 (stereo unspecified)	1
CC(C)CNS(=O)(=O)c1ccc(OCC(=O)Nc2ccc3c(c2)OCO3)c(Cl)c1	-9
CCOC(=O)c1cc(NC(=O)CSCCO)ccc1Cl	-12
Cn1c(CCNC(=O)c2cccs2)nnc1SCC(=O)N1CCN(c2ccccc2)CC1	-20
O=C(Nc1cccc(NC(=O)c2cccnc2)c1)c1cccnc1	-3
O=C(CN1C(=O)c2ccccc2C1=O)Nc1ccc(-c2nc3ccccc3o2)cc1	-14
CN(CC(=O)N1CCN(c2ccccn2)CC1)S(=O)(=O)c1ccccc1	4
O=C(CSC1=NC(=O)C(Cc2ccccc2)C(=O)N1)NC1CCCCC1 (stereo unspecified)	8
N#C[C@@H]1[C@@H]2C(=O)N(c3ccc4c(c3)OCCO4)C(=O)[C@@H]2C2c3ccccc3C=CN21 (stereo partly specified)	15
CCOC(=O)c1ccc(NS(=O)C23CC4CC(CC(C4)C2)C3)cc1 (stereo unspecified)	-2
O=C1NC(c2cccs2)Nc2ccccc21 (stereo unspecified)	-4
Cc1ccc(C(=O)CCC2CCCC2=O)cc1 (stereo unspecified)	-5
COc1cccc(NC(=O)C2CCN(c3ncccn3)CC2)c1	9

(cont.)
SMILES	E coli WT inh
CCOCCCNS(=O)(=O)c1ccc(Br)cc1	-11
CCCC1(CCC)NC(=O)NC1=O	3
CCN(C1CCCCC1)S(=O)(=O)c1cc(C)ccc1OC	-6
COc1ccc2c(C(F)(F)F)cc(=O)oc2c1C	-2
COC(=O)CNC(=O)C12CC3(C)CC(C)(CC(C)(C3)C1)C2	-9
O=C(COc1ccc(Cl)cc1Cl)NC(=O)N1CCOCC1	-22

By substructure: those above containing a tert-butyl group
SMILES	E coli WT inh
COc1ccccc1OCc1ccc(C(=O)NC(C)(C)C)o1	0
CC(C)(C)n1nnnc1C(c1cccc(C#N)c1)N1CCC(Cc2ccccc2)CC1 (stereo unspecified)	-3

Bioassay records (PubChem)
